AGP1 TOR yeast: yeast TOR pathway AGP1-GFP modulation. AID 2066. 320,000 compounds, 0.02% hits. S. cerevisiae AGP1-GFP multiplex flow cytometry, 3 h; GFP as percent of DMSO wells. GFP response vs DMSO, % at 10 µM;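 active means GFP response relative to DMSO above a set limit, near screen average plus 3 SD, cut at about 150% in these data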;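 further: median GFP channel fluorescence of the gated AGP1 strain per well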
MCL1 BIM primary: inhibitors of human MCL1 binding to BIM-BH3 peptide; Q07820; GST-MCL1 / FITC-Bim-BH3 fluorescence polarization; inhibition, % at 10.9 µM; 320,000 compounds, 0.68% hits; AID 2057;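 active means inhibition above the mean inhibition of all tested compounds plus 3 SD, set per campaign, cut at about 40% in these data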;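 further: 0% = DMSO wells and 100% = unlabeled Bim-BH3 peptide control; higher means more loss of mP so more displacement of Bim peptide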
Target sequence (Q07820 whole entry, looked up): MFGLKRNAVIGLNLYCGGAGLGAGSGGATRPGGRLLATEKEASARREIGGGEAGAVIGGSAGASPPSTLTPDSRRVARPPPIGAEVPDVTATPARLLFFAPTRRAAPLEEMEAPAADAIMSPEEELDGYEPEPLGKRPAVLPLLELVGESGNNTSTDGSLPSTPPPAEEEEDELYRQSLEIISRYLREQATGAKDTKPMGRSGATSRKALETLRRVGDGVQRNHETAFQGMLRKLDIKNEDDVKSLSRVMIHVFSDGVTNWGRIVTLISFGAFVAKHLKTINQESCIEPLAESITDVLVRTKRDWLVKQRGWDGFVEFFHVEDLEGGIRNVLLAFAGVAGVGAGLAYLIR
CIT2-GFP yeast: yeast TOR pathway CIT2-GFP modulation | S. cerevisiae CIT2-GFP strain, flow cytometry, 3 h; 100 means same as DMSO wells | GFP response vs DMSO, % at 10 µM | 320,000 compounds, 0.065% hits;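 active means GFP response relative to DMSO above a set limit, near the screen mean plus 3 SD, cut at about 150% in these data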;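 further: ratio of well median GFP fluorescence to mean of DMSO wells on the plate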
MEX-5 binding: C. elegans MEX-5 TCR-2 RNA binding activity. 300,000 compounds, 0.38% hits. MEX-5/FITC-TCR2 RNA binding, fluorescence polarization; active compounds read low. activity score (negative = inhibition of binding), % at 10 µM. Q9XUB2;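 active means inhibition past about -25% in most replicates, and total fluorescence under double the plate's negative control median, limit read from the data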;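 further: 0% = DMSO and -100% = 5 µM competing unlabeled TCR2 RNA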
GLD-1 TGE inh: GLD-1-TGE RNA interaction inhibition (C. elegans); inhibition, % at 5.96 µM; purified GLD-1 + fluorescein TGE RNA, fluorescence polarization; 320,000 compounds, 0.44% hits; Q17339;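 active means percent inhibition above a per-plate cutoff, the plate mean of test compounds plus 3 SD, cut at about 30% in these data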;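 further: 0% = DMSO wells with GLD-1 and probe and 100% = wells lacking GLD-1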
GRK2 inh: blocks RNA aptamer binding to human GRK2 | 330,000 compounds, 0.59% hits | inhibition of aptamer binding, % at 10 µM | P25098 | bead flow cytometry, FAM-aptamer displacement from GRK2 | AID 488847;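 active means inhibition of aptamer binding above 40%, roughly 3 SD of noise, on plates passing a quality check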;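 further: median bead fluorescence of bound FAM aptamer so fluorescent compounds give negative values; no value below 0 was filed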
Target sequence (P25098 whole entry, looked up): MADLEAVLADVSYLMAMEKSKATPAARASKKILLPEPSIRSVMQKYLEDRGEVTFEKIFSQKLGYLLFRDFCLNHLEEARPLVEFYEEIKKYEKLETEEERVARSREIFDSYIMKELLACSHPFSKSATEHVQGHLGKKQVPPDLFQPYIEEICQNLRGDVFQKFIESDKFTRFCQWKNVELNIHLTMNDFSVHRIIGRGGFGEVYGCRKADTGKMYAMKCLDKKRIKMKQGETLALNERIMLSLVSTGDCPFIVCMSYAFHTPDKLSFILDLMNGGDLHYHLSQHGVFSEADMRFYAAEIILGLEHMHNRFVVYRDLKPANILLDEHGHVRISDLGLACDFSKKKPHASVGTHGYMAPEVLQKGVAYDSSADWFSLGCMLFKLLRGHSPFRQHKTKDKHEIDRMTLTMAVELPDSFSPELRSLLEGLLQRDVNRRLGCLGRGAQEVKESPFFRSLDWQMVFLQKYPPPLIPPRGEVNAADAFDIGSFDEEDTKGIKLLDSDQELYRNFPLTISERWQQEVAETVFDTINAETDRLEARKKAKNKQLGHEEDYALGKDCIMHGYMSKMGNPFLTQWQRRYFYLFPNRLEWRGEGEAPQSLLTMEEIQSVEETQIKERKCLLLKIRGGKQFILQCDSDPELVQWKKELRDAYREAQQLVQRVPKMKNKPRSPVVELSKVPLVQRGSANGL
VLA-4 inh: inhibition in a human VLA-4 binding assay | inhibition, % (about 7 µM as worked out from the volumes in the protocol) | AID 2557 | 330,000 compounds, 0.2% hits | VLA-4 expressing cells, ligand binding flow cytometry | P13612; in the data active means inhibition above about 50%
Fam108B counter: Fam108B inhibition, counter-screen for RBBP9 inhibitors; recombinant Fam108B, FP-Rh probe fluorescence polarization; AID 1947; 300,000 compounds, 0.33% hits; inhibition, % at 9.51 µM;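 active means inhibition above the screen mean inhibition plus 3 SD, computed separately per campaign, cut at about 18% in these data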;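 further: inhibitors lower polarization as less probe binds the enzyme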
BCLXL inh: inhibitors of human Bcl-xL. Q07817. GST-Bcl-xL / FITC-Bim BH3 peptide fluorescence polarization. inhibition, % at 10.9 µM. 320,000 compounds, 0.7% hits. AID 2129;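 active means inhibition above the mean of all tested compounds plus 3 SD, cutoff set per campaign, cut at about 30% in these data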;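 further: 0% = DMSO wells and 100% = unlabeled Bim-BH3 peptide competitor; inhibitors lower millipolarization by displacing the labeled peptide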
Numbers without * were called inactive; · = no result given.

molecule,AGP1 TOR yeast,MCL1 BIM primary,CIT2-GFP yeast,MEX-5 binding,GLD-1 TGE inh,GRK2 inh,VLA-4 inh,Fam108B counter,BCLXL inh
CC(=O)NC1C(=O)N(CCc2ccccc2)c2ccccc21 (centres undefined),109,1,108,4.4,-9,0,6,-1,5
CCc1cc2c(=O)c(-c3nc4ccccc4n3C)c(C)oc2c(CN2CCCCC2)c1O,106,2,103,-2.8,-1,0,-5,3,3
CC(=O)N[C@@H](CS)C(=O)O,112,·,111,·,11,3,-4,·,·
c1ccc(-c2nc(C3CCCCC3)c3sccc3n2)cc1,94,-7,99,-3.3,-6,0,-5,1,-2
O=C(N/C(=C/c1ccccc1Cl)C(=O)N1CCCC1)c1ccccc1,96,-1,99,-1.5,9,0,1,-3,3
O=C1NCCN1C(=O)C12CC3CC(CC(C3)C1)C2,102,5,83,3.9,3,1,-18,0,6
COC(=O)Nc1ncc(CN2CCCCC2)s1,97,0,·,·,5,0,9,5,-3
O=C(c1ccc2snnc2c1)N1CCN(c2ccccc2)CC1,95,3,88,-2.5,8,0,21,0,3
CCn1c(CC(=O)Nc2ccccc2C)nnc1SCC(=O)Nc1nncs1,95,1,96,0.6,-5,0,12,-2,2
CC(C)C[C@@H](CO)N(Cc1ccccc1)S(=O)(=O)N(Cc1ccccc1)[C@@H](CO)CC(C)C,103,-4,103,·,-1,0,-7,·,2
CN(C)S(=O)(=O)c1ccc(N2CCCC2)c(C(=O)NCC2COc3ccccc3O2)c1 (centres undefined),108,-6,100,-1.4,12,2,-8,0,-1
O=c1cc(-c2ccccc2)nc2nc(SCc3ccccc3)[nH]n12,99,0,95,0.4,5,5,-1,2,-1
CCOC(=O)C(O)C1CCc2c([nH]c3ccc(C)cc23)C1=O (centres undefined),103,3,98,1.3,5,4,5,0,2
Cc1cc2nc(SCCN3CCCC3)[nH]c2cc1C,100,0,·,3.7,3,1,5,-2,-4
Cc1occc1C(=O)Nc1cccc(C(F)(F)F)c1,98,7,100,-0.3,-7,1,-1,0,2
O=C1NC(c2cccc([N+](=O)[O-])c2)=CCN1c1ccccc1O,100,4,95,-0.5,6,0,1,-2,0
CCCC1CC(C)(C(=O)CSc2n[nH]c(-c3ccccc3)n2)OC1=O (centres undefined),100,-2,96,-1.6,1,3,12,1,9
CCOC(=O)C1=C(C)NC(SC)=NC1c1ccc(OC)cc1 (centres undefined),92,-19,95,-2.5,-8,0,0,-1,-12
Cc1cccc(N2CC(C(=O)Nc3ccc(N4CCOCC4)cc3)CC2=O)c1C (centres undefined),105,·,109,·,-2,0,24,·,·
CCC(=O)N=c1sc2c(OC)ccc(OC)c2n1C,89,2,96,-0.6,4,0,-6,0,0
CCc1nn2c(=O)cc(COc3cccc(NC(=O)c4ccco4)c3)nc2s1,106,20,101,-0.4,2,10,-2,4,7
CCc1nonc1NC(=O)c1oc2cc(C)c(Cl)cc2c1C,104,1,118,-1.5,-1,0,-7,0,6
CC(=O)Nc1ccc(Oc2nc(-c3cccnc3)nc3sc4c(c23)CCCC4)cc1,113,1,104,-0.5,1,2,3,-3,3
O=C(NC1CCCCC1)c1cccc2c1C(=O)c1ccc(N3CCC(Cc4ccccc4)CC3)cc1S2(=O)=O,97,·,101,·,62*,6,-201,·,·
CCOC(=O)c1c(C)[nH]c(C)c1C(=O)COC(=O)/C=C/c1cccc(C(F)(F)F)c1,86,1,93,-0.8,13,1,7,-2,2
CSC1=NCCN1S(=O)(=O)c1ccc(C)cc1,102,12,102,3.0,7,0,5,-1,5
CCOC(=O)NN1C(=O)c2ccccc2NC1(C)C,97,6,99,-1.6,-4,0,21,1,2
COc1cccc(/C=N/NC(=O)CN(C)S(=O)(=O)c2ccccc2)c1OC,98,6,81,·,3,22,18,·,3
O=C1CC(N2CCOCC2)C(=O)N1c1ccccc1Cl (centres undefined),97,9,102,-0.4,0,0,11,-1,7
Cc1nn(C)c2c(=O)c(=O)c2n(C)[nH]1,99,-1,93,1.5,0,1,1,1,1
CCCC(=O)NCC(c1cccs1)S(=O)(=O)c1ccc(C)cc1 (centres undefined),91,-6,97,0.2,-8,0,2,0,-4
O=C(COC(=O)c1ccc(Br)cc1)NCc1ccc(F)cc1,97,1,112,-0.4,1,2,-8,1,1
O=C(CCCn1c(=S)[nH]c2ccsc2c1=O)Nc1ccc2c(c1)OCCO2,106,-10,110,-1.6,8,0,6,2,-5
C=CCn1cc(C(C)=O)c(=O)[nH]c1=O,97,-4,97,-1.3,-4,4,4,-4,-2
Cn1ccc2cc(NC(=O)Nc3cccnc3)ccc21,89,6,87,1.8,1,3,-2,4,6
CN1CCN(C(=S)NC(=O)c2ccc(-c3ccccc3)cc2)CC1,93,2,89,1.3,2,2,-15,1,-3
Cc1cc(Cl)ccc1N(CC(=O)NCc1ccccc1)S(C)(=O)=O,98,-8,102,-0.2,8,0,13,1,0
COc1ccc(-n2c(=S)[nH]c3[nH]ncc3c2=O)cc1,113,-11,102,-10,-2,1,-1,-3,0
CCc1ccc(CN(C)C(=O)c2cc(S(=O)(=O)N3CCOCC3)ccc2N2CCCC2)cc1,101,0,95,-2.9,11,0,1,-7,2
CCOC(=O)NC1(C(F)(F)F)NC(=O)N(C2CCCCC2)C1=O (centres undefined),103,-5,99,0.3,-12,4,1,-2,-2
CN(C)S(=O)(=O)c1cccc(NC(=O)CSc2nnnn2-c2ccccc2)c1,101,3,76,-0.1,0,2,-3,-1,-1
CN1CCN(C(=O)c2ccc(N3CCCC3=O)cc2)CC1,102,9,99,-2.0,-4,2,28,0,4
COc1cc(/C=N/NC(=O)CCn2cnc(-c3ccccc3)c2-c2ccccc2)ccc1O,108,12,118,1.6,2,3,19,-2,-2
COC(=O)c1cc(C(=O)OC)cc(-n2c(C)cc(C(=O)CC#N)c2C)c1,102,-1,90,-1.1,-1,1,1,-1,3
COc1ccc(CC2(CO)CCN(Cc3cccc(OC)c3OC)CC2)cc1,97,6,85,-3.5,-5,1,5,-1,1
COc1ccc(OC)c(CCNC(=O)CCc2nnc3ccc(N4CCCCC4)nn23)c1,125,8,113,-0.9,1,2,4,-1,8
O=C(O)C1CCC(=O)N(C2CCCCC2)C1c1ccccc1Cl (centres undefined),106,4,98,-0.7,-6,3,-1,1,11
CCOc1ccc(N(CC(=O)NC2CCCC2)C(=O)c2ccc(C)s2)cc1,103,10,101,0.0,7,0,-5,-1,4
NC(=O)C1CCN(C(=O)c2cc(-c3ccccc3Cl)nc3ccccc23)CC1,98,·,106,·,3,5,-7,·,·
COc1ccc(CCC(=O)Nc2ccc(S(=O)(=O)Nc3ncccn3)cc2)cc1,96,-13,91,·,-3,0,-3,·,-6

An excerpt from above in order of the AGP1 TOR yeast value, descending:
molecule | AGP1 TOR yeast
CC(=O)NC1C(=O)N(CCc2ccccc2)c2ccccc21 (centres undefined) | 109
CCc1nn2c(=O)cc(COc3cccc(NC(=O)c4ccco4)c3)nc2s1 | 106
CCc1nonc1NC(=O)c1oc2cc(C)c(Cl)cc2c1C | 104

The list continues.
molecule,AGP1 TOR yeast,MCL1 BIM primary,CIT2-GFP yeast,MEX-5 binding,GLD-1 TGE inh,GRK2 inh,VLA-4 inh,Fam108B counter,BCLXL inh
COc1c(O)cnn(-c2ccccc2)c1=O,103,6,102,-1.4,2,25,7,-2,6
CCOC(=O)c1ccc([N+](=O)[O-])c(CS(=O)(=O)c2ccc(Cl)cc2)c1,99,6,99,-0.3,5,0,13,3,5
Cn1cc(CN2CCC(n3nccc3NC(=O)c3ccccc3Cl)CC2)cn1,99,-1,105,0.2,4,0,7,-2,1
Cc1cccc(NC(=O)CSc2nnc(C)c(C)n2)c1,94,10,106,-1.4,-6,1,-15,3,6
Cc1ccc(OCC(=O)Oc2ccc(C)c(C)c2)cc1,108,-8,121,-0.5,8,0,20,2,-1
CCCCC(=O)NC(=S)Nc1ccc(NC(=O)C(C)C)c(OC)c1,101,5,100,-4.3,1,0,-5,4,9
Cc1ccccc1S(=O)(=O)Cc1ccc(C(=O)NCc2ccc(F)cc2)o1,98,2,102,0.3,9,1,1,1,0
COc1ccc(Cc2nnc(SCC(=O)Nc3ncc(C)s3)o2)cc1,98,4,95,-1.6,-3,3,-4,2,6
C1CCc2c(nc3nnnn3c2NCC2CC2)C1,103,1,94,3.7,6,1,14,1,3
COc1ccccc1CCNC(=O)C(=O)NCC1CCCN1S(=O)(=O)c1ccccc1 (centres undefined),106,-2,92,-0.5,-3,0,3,2,0
CCN1C(=O)[C@H]2[C@@H](c3ccc(SC4CCCCC4)cc3)N3CCCC[C@@]3(C(=O)OC)[C@H]2C1=O,95,3,105,0.5,7,1,3,-6,3
Cc1cc(C(F)(F)F)c2sc(N)nc2n1,100,4,101,1.4,3,0,1,0,0
Cn1nccc1C(=O)NC1CCCc2c1cnn2-c1ccccc1F (centres undefined),100,-3,99,·,-4,0,3,0,-5
CC1CCCN(CCOCCOc2ccccc2-c2ccccc2)C1 (centres undefined),103,7,102,0.7,-2,0,15,-2,3
COc1cc(NC(=O)c2cc(Cl)ccc2Cl)ccc1-c1cc2ccccc2oc1=O,101,0,100,-1.7,-3,0,3,-12,3
Cc1cc(C(=O)NC(Cc2ccccc2)C(=O)O)c(C)o1 (centres undefined),106,4,102,1.2,-2,0,3,-2,5
COc1ccc2c(c1)sc(N)[n+]2Cc1cc(C)cc2cccnc12,102,5,100,0.9,2,0,25,-3,9
O=C(NC1CCCC1)C(c1ccccc1)N(C(=O)c1csnn1)C1CCCC1 (centres undefined),97,-2,107,-0.5,1,0,19,-2,-2
O=c1[nH]c(=S)n(-c2ccc(Br)cc2)c2ncccc12,106,-3,106,1.3,6,0,1,-2,1
COc1ccc(SC[C@H](C)CN2CC[C@H](NC(=O)OCc3ccccc3)CCC2=O)cc1,89,·,79,·,2,0,-5,·,·
COc1ccc(S(=O)(=O)N2CCN(CC(=O)Nc3cc(Cl)ccc3Cl)CC2)cc1,109,-2,109,·,0,2,31,·,1
CCCN(C(=O)CSc1nnnn1C)c1c(N)n(Cc2ccccc2)c(=O)[nH]c1=O,106,8,99,-3.0,-2,0,-1,5,5
O=c1c2ccccc2nnn1CSc1nc2sc3c(c2c(=O)n1CC1CCCO1)CCC3 (centres undefined),98,-7,102,0.4,0,1,8,-8,-1
CC1(C)C/C(=N\O)C(C(O)c2cccc([N+](=O)[O-])c2)C(C)(C)N1 (centres undefined),105,0,100,-2.9,0,0,3,1,-3
Cc1cccc(C(C(=O)NC2CCCC2)N(C(=O)c2csnn2)C2CC2)c1 (centres undefined),94,-4,94,-1.9,0,0,0,-4,-2
COc1cccc(NC(=O)CCC2CCN(C(=O)c3cncs3)CC2)c1,102,-6,94,-4.1,3,0,0,-2,1
CC1CC(=O)Nc2cc([N+](=O)[O-])ccc2N1 (centres undefined),100,-2,106,0.3,-2,36,6,9,1
COc1ccccc1CNC(=O)CCn1c(=O)[nH]c2ccsc2c1=O,97,0,·,-2.0,11,0,3,-1,3

Compound activity (PubChem BioAssay)
